# Screens deposited in PubChem by Broad Institute.
# Wnt bcat act – Wnt/beta-catenin pathway activators, primary screen, cell-based, plate reader, single point | Wnt/beta-catenin reporter cell assay, activator | actives 1.2% (n = 300,000) | AID 743398, 2014 | activation, % at 9.35 µM; in the data active = activation above about 30%, passing the limit was not always enough;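 also: 0% = neutral control wells and 100% = positive control wells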
# * = called active by the depositor; & = joins results of further samples. These rows are one share of the data; the hit share may differ from the screen's.
SMILES,Wnt bcat act
CCOC(=O)[C@]12CCCC=C1N(Cc1ccc3c(c1)OCO3)C(=O)[C@H](CC(=O)NCc1cccs1)C2,-2
O=C(N[C@H]1CC[C@H](CC(=O)N2CCCCC2)O[C@@H]1CO)c1cccc(F)c1,-3
Cc1cccc(NC(=O)C(=O)NCCCc2ccccc2)c1,10
C[C@@H]1CN([C@H](C)CO)C(=O)CCCn2cc(nn2)CO[C@H]1CN(C)C(=O)c1ccc(N2CCN(C)CC2)cc1,-1
COC(=O)/C=C1\OC(C2CC2)c2ccccc21 (configuration not stated),0
O=C(Cc1c[nH]c2ccccc12)Nc1ccc(Nc2ccncc2)cc1,3
CCCCn1nnnc1C(c1cc2ccccc2o1)N(CCC#N)Cc1ccccc1 (configuration not stated),-2
Cc1ccccc1-c1ccc2c(c1)[C@@H]1C[C@H](N(C)CC3CCCCC3)[C@H]([C@H](C)O)CN1CC2,-11
COc1cc(NC(=O)[C@@H]2O[C@H](CO)[C@@H](O)[C@H]2O)cc(OC)c1OC,0
COc1ccc(Cl)cc1-c1cc(C(=O)NCc2ccc(C(F)(F)F)cc2)[nH]n1,-2
COC(=O)C1=C(C)N(C)C(=NCC2CC2)NC1c1ccc(Cl)cc1 (configuration not stated),-4
CCCC[C@@H]1Cc2[nH][nH]c(=O)c2[C@H](c2ccc(C(C)C)cc2)O1,-5
CCC[C@@H]1C[C@@]1(CCC)[C@@H](NP(=O)(c1ccccc1)c1ccccc1)c1ccc(C(=O)OC)cc1,-14
COC(=O)N1C[C@H](Oc2cccc3ccccc23)[C@H]2C[C@@H]1c1ccccc1O2,-4
CCCC(=O)N1CCCC1(C)C(=O)Nc1cc(OC)ccc1OC (configuration not stated),-1
O=C(c1ccco1)N1CCN(C2CN(C3CCCC3)S(=O)(=O)C2)CC1 (configuration not stated),-2
COC(=O)C1=C(COc2ccccc2)NC(=O)NC1c1ccc2ccccc2c1 (configuration not stated),-1
O=C(NC(c1ccc(-c2ccccc2)cc1)c1cnccn1)C1CCN(CCOc2ccc(Cl)cc2Cl)CC1 (configuration not stated),0
COc1ccc(Cc2c(-c3ccc(C)cc3)nc3ccc(Cl)cn23)c(C)c1,13
CCc1nc2c(OCc3ccc(OC(F)F)cc3)cccn2c1N(C)C(=O)c1ccc(OC)cc1,-2
CCCNC(=O)C1(C)CCN(C(=O)Cc2ccc(OC)c(OC)c2)C1 (configuration not stated),1
COc1cccc(C(C)(O)c2nc(-c3ccc(Cl)cc3)cs2)c1 (configuration not stated),0
COc1cccc(-c2csc(Nc3ccc(Oc4ccccc4)cc3)n2)c1,0
CC1(C(=O)NCc2ccccc2)CSCC(=O)N1Cc1cccc(F)c1 (configuration not stated),-1
CCOc1ccc(NC(=O)C2CCCN(S(=O)(=O)c3ccc4c(c3)C(C)(C)C(=O)N4C)C2)cc1 (configuration not stated),1
# Next part.
SMILES,Wnt bcat act
C#CCNC(=O)C1=C[C@H](c2ccc3c(c2)OCO3)C[C@H](OCCCCO)O1,5
CN(C)C(=O)c1cc2c(c(-c3cccc(C4=CCCCC4)c3)n1)[C@@H](CCO)N(S(=O)C(C)(C)C)C2 (some centres not stated),-2
CC(C)(C)NC(=O)C(c1cccc2ccccc12)n1c(=O)c(-c2cc3ccccc3[nH]2)nc2ccccc21 (configuration not stated),-10
O=C(CNC(=O)OCc1ccccc1)NCC(=O)NC(Cc1c[nH]c2ccccc12)C(=O)O (configuration not stated),-1
COc1cc(OC)nc(C(NC(=O)C2CCN(Cc3ccc(N(C)C)cc3)CC2)c2ccc(F)cc2)n1 (configuration not stated),-3
COc1ccc(CNC(=O)Nc2nc(C(N)Cc3ccc(Cl)cc3)cs2)cc1 (configuration not stated),-1
COc1ccc(NCC(=O)NN=C2CCS(=O)(=O)c3ccc(F)cc32)cc1,-2
CSCCC(C(=O)NC1CCCC1)n1c(C2CC2)nc2ccccc21 (configuration not stated),-1
COc1cc(CN2C[C@@H](CO)O[C@@H](n3cnc4c(NCCCO)ncnc43)C2)cc(OC)c1OC,20
COC(=O)[C@]12CCCCC=C1N(CCC1=CCCCC1)C(=O)[C@H](CC(=O)NCc1ccccc1)C2,0
Cn1c(NCCc2ccncc2)nc2cc(-c3cccc(Cl)c3)sc2c1=O,7
CC(C)c1ccc(NC(=O)C2(C)Cc3c(-c4ccc5c(c4)OCO5)ccnc3O2)cc1 (configuration not stated),0
CC(C)(C)NC(=O)C(c1ccc(-c2ccccc2)cc1)n1c(=O)c(-c2cc3ccccc3[nH]2)nc2ccccc21 (configuration not stated),-4
CCOC(=O)[C@]12CCC=C1N(Cc1cccc3ccccc13)C(=O)[C@H](CC(=O)N1CCCC1)C2,-1
CCNC(=O)C1CCCN(C(=O)c2cccc(Cl)c2)CC1 (configuration not stated),0
O=C(Nc1nnc([C@@H]2C[C@H](O)[C@@H](CO)O2)s1)Nc1cccc(Cl)c1Cl,12
O=C1c2ccccc2C(c2nnnn2Cc2ccccc2)N1Cc1cccc(F)c1 (configuration not stated),-3&-1
COc1ccc(OC)c(NC(=O)C2(C)CCN2C(=O)C2(c3ccc(Cl)cc3)CCC2)c1 (configuration not stated),-3
CCOC(=O)C1=C(C(=O)OCC)C2N(Cc3ccc(Br)cc3)c3ccccc3[C@@]23C[C@@H](C(=O)OC)N(S(=O)(=O)c2ccc(Br)cc2)C3=N1 (some centres not stated),-1
O=C(CSc1ccc(-c2cccnc2)nn1)N1CCCc2ccccc21,-1
O=C1NC(Cc2ccccc2)c2nc3cc(Cl)ccc3c(=O)n2-c2ccccc21 (configuration not stated),-4
COC(=O)C1=C(C)N(Cc2ccccc2)C(=S)NC1c1cccc(OC)c1 (configuration not stated),3
COc1cc(NC(=O)C2(C)CCN2C(=O)C(C)C)cc(OC)c1OC (configuration not stated),-1
Nc1ccc(CC(N)c2csc(Nc3nncc4ccccc34)n2)cc1 (configuration not stated),-9
Cc1ccc(S(=O)(=O)NCC2CCN(C(=O)C(=O)c3cc4ccccc4o3)CC2)cc1,9
# Later entries
SMILES,Wnt bcat act
C#CCN1C(=O)[C@]2(OCCC=C[C@H]2C)c2ccccc21,-2
Cn1nc(C(C)(C)C)cc1C(=O)N1CCCCC1c1cc(C(=O)Nc2ccccc2Cl)no1 (configuration not stated),-2
COc1cc(CN2C[C@@H](CO)O[C@@H](n3cnc4c(NCc5ccncc5)ncnc43)C2)cc(OC)c1OC,-1
O=C(Nc1cccc(Cc2ccccc2)c1)Nc1cccc2[nH]c([C@@H]3O[C@H](CO)[C@@H](O)[C@H](O)[C@H]3O)nc12,-2
CCOC(=O)C1=NOC2(C1)C(=O)Nc1ccc(OC)cc12 (configuration not stated),1
CSC(=Cc1ccc(C(=O)c2ccc(C)cc2)n1C)S(C)=O (configuration not stated),0
CCCCn1nnnc1C(c1ccccc1)N1CCN(c2ccc(C)cc2)CC1 (configuration not stated),-3
Cc1cc(N2CCN(S(C)(=O)=O)C[C@@H]2C)ccc1N1CCN(Cc2ccccc2)[C@@H](C)C1,-5
COc1ccc(CN2C(=O)C(C)Nc3ncnc(N4CCc5ccccc5C4)c32)cc1 (configuration not stated),-13
CCCc1c(-c2cccc(Br)c2)ncn1Cc1ccccc1OC,-1
N#Cc1cccc(NC(=O)COC(=O)c2ccc3c(=O)n4c(nc3c2)CCC4)c1,-4
CC(C)c1cccc(-c2csc(C(C)(O)c3ccccc3)n2)c1 (configuration not stated),-7
Cc1cccc(C)c1-n1nnnc1C1c2ccccc2C(=O)N1CCC(C)C (configuration not stated),-3
CC(C)(C)S(=O)N1Cc2cc(C(=O)N[C@@H]3CCN(Cc4ccccc4)C3)nc(-c3cccc(-c4cc5ccccc5o4)c3)c2[C@@H]1CCO (some centres not stated),-3
CSCC[C@H](NC(=O)Cc1c(C)c2cc3c(C)c(C)oc3cc2oc1=O)C(=O)N[C@@H](C(=O)O)c1ccccc1,-1
CCOc1ccc(CCN2C(=O)C(=O)N([C@@H](CC(C)C)CN3CCC[C@H]3CN3C(=O)C(=O)NC[C@@H]3Cc3ccc(O)cc3)C[C@@H]2CC(C)C)cc1,-4
Cc1cc(C(O)c2ncc(-c3cccc(F)c3)[nH]2)ccc1F (configuration not stated),5
Nc1[nH]c(C(=O)c2ccccc2)c(-c2ccccc2C(F)(F)F)c1C(=O)c1c[nH]c2ccccc12,3
COc1ccc(-c2ccc(C(=O)NCc3ccc(N(C)C)cc3)c3occc23)c(C)c1,13
C=CCNc1nc(NCCCN2CCCC2=O)c2sc(-c3ccccc3)cc2n1,-3
O=C(Nc1cc(Cl)cc(Cl)c1)N[C@@H]1CC[C@@H](CCNS(=O)(=O)c2cccc(F)c2)O[C@@H]1CO,-1
O=C(c1ccc(Cl)c(Cl)c1)N1CCC(=O)N([C@H](COCc2ccccc2)Cc2ccccc2)CC1,3
O=C1NC(NS(=O)(=O)c2ccc(Cl)cc2)(C(F)(F)F)C(=O)N1CCc1ccccc1 (configuration not stated),1
Cc1cc(O)ccc1-c1cccc2nccn12,-4
CCOc1ccc(CCN2C(=S)N([C@@H](Cc3ccc(O)cc3)CN3CCC[C@@H]3CN3C(=S)NC[C@@H]3Cc3ccccc3)C[C@@H]2CC(C)C)cc1,-7

# Some of the entries above, reformatted.
smiles	Wnt bcat act
C#CCN1C(=O)[C@]2(OCCC=C[C@H]2C)c2ccccc21	-2
Cn1nc(C(C)(C)C)cc1C(=O)N1CCCCC1c1cc(C(=O)Nc2ccccc2Cl)no1 (configuration not stated)	-2
COc1cc(CN2C[C@@H](CO)O[C@@H](n3cnc4c(NCc5ccncc5)ncnc43)C2)cc(OC)c1OC	-1
O=C(Nc1cccc(Cc2ccccc2)c1)Nc1cccc2[nH]c([C@@H]3O[C@H](CO)[C@@H](O)[C@H](O)[C@H]3O)nc12	-2
CCOC(=O)C1=NOC2(C1)C(=O)Nc1ccc(OC)cc12 (configuration not stated)	1
CSC(=Cc1ccc(C(=O)c2ccc(C)cc2)n1C)S(C)=O (configuration not stated)	0
CCCCn1nnnc1C(c1ccccc1)N1CCN(c2ccc(C)cc2)CC1 (configuration not stated)	-3
Cc1cc(N2CCN(S(C)(=O)=O)C[C@@H]2C)ccc1N1CCN(Cc2ccccc2)[C@@H](C)C1	-5
COc1ccc(CN2C(=O)C(C)Nc3ncnc(N4CCc5ccccc5C4)c32)cc1 (configuration not stated)	-13
CCCc1c(-c2cccc(Br)c2)ncn1Cc1ccccc1OC	-1
N#Cc1cccc(NC(=O)COC(=O)c2ccc3c(=O)n4c(nc3c2)CCC4)c1	-4
CC(C)c1cccc(-c2csc(C(C)(O)c3ccccc3)n2)c1 (configuration not stated)	-7
Cc1cccc(C)c1-n1nnnc1C1c2ccccc2C(=O)N1CCC(C)C (configuration not stated)	-3
CC(C)(C)S(=O)N1Cc2cc(C(=O)N[C@@H]3CCN(Cc4ccccc4)C3)nc(-c3cccc(-c4cc5ccccc5o4)c3)c2[C@@H]1CCO (some centres not stated)	-3
CSCC[C@H](NC(=O)Cc1c(C)c2cc3c(C)c(C)oc3cc2oc1=O)C(=O)N[C@@H](C(=O)O)c1ccccc1	-1
CCOc1ccc(CCN2C(=O)C(=O)N([C@@H](CC(C)C)CN3CCC[C@H]3CN3C(=O)C(=O)NC[C@@H]3Cc3ccc(O)cc3)C[C@@H]2CC(C)C)cc1	-4
Cc1cc(C(O)c2ncc(-c3cccc(F)c3)[nH]2)ccc1F (configuration not stated)	5
Nc1[nH]c(C(=O)c2ccccc2)c(-c2ccccc2C(F)(F)F)c1C(=O)c1c[nH]c2ccccc12	3
COc1ccc(-c2ccc(C(=O)NCc3ccc(N(C)C)cc3)c3occc23)c(C)c1	13
C=CCNc1nc(NCCCN2CCCC2=O)c2sc(-c3ccccc3)cc2n1	-3
O=C(Nc1cc(Cl)cc(Cl)c1)N[C@@H]1CC[C@@H](CCNS(=O)(=O)c2cccc(F)c2)O[C@@H]1CO	-1

# (listing goes on)
SMILES,Wnt bcat act
CCCNC(=O)C1(C)CCCN(C(=O)c2cc(C(C)(C)C)nn2C)C1 (configuration not stated),-5
CN(C)C(=O)c1cccc(-c2cnc3cccnn23)c1,0
CCOc1cc(OCC)cc(C(=O)N2CCC[C@@H]2C(=O)N2CCC[C@@H]2C(=O)NCc2ccccc2Cl)c1,-2
CCOC(=O)C1=CCN(S(=O)(=O)c2ccc(Br)cc2)C1c1cccc(Br)c1 (configuration not stated),-2
CCCCC[C@@H](C)N1C[C@@H](COCc2ccccc2)Oc2cc(N3CC[C@@H](O)C3)ccc2S1(=O)=O,-3
CCCS(=O)(=O)NC(=O)C1(C)CCCN(C(=O)COc2ccc(Cl)cc2Cl)C1 (configuration not stated),3
Nc1[nH]c(C(=O)c2ccccc2)c(-c2ccc(Br)cc2)c1C(=O)NC1CCCCC1,-1
CCCS(=O)(=O)NC(=O)C1(C)CCN(C(=O)Cc2ccc(OC)c(OC)c2)C1 (configuration not stated),-11
Cc1ccc(S(=O)(=O)N2CCC(=O)N([C@H](COCc3ccc(Cl)cc3)C(C)C)CC2)cc1,-2
CCCCCCn1cc(CN2CC(N3CCCC3)CS2(=O)=O)nn1 (configuration not stated),-1
Nc1[nH]c(C(=O)c2ccccc2)c(-c2ccc(Br)cc2)c1C(=O)c1cccs1,8
O=C(NC(c1ccc(F)cc1)c1ccc2ccccc2n1)C1CCN(Cc2ccc(Oc3ccccc3)cc2)CC1 (configuration not stated),0
COc1ccc(N(CC(=O)N/N=C(\C)c2cccs2)S(=O)(=O)c2ccccc2)cc1Cl,-2
O=C(Nc1cc(Br)ccc1F)c1nc[nH]c1C(=O)NCc1ccccc1,-1
COc1ccccc1CCn1cnc(-c2ccc(OC)c(OC)c2)c1C(C)C,-3
CCCNC(=O)C1(C)CCN(C(=O)c2ccccc2F)C1 (configuration not stated),-1
NC(=O)C1CCN(c2nc(-c3ccccc3Br)cs2)CC1,38*
COc1ccccc1-c1noc2c1C(=O)N(Cc1cn(-c3ccccc3OC)nn1)CC2,-1
CC(C)(C)c1ccc(C(=O)N2CCC2(C)C(=O)Nc2cccc3ccccc23)cc1 (configuration not stated),0
COc1ccc(CCN2C(=O)CCC2(C)c2nnnn2-c2c(C)cccc2C)cc1OC (configuration not stated),-4
Fc1ccc2nc(-c3ccc(CN4CCC5(CC4)CNc4ccccc45)cc3)c(-c3ccccc3)nc2c1,0
CC1(C)CC(=O)C=C(NCCN2CCNCC2)C1,-3
COC(=O)[C@@]1(Cc2ccc(F)cc2)[C@H]2c3cc(C(=O)N4CCCC4)n(Cc4ccc(S(C)(=O)=O)cc4)c3C[C@H]2CN1C(=O)c1ccccc1,-2
CC(O)(c1cccnc1)c1nc(-c2ccc3ccccc3c2)cs1 (configuration not stated),-3
CC(C)C(N)c1csc(Nc2ccc(C(=O)NCCCO)cn2)n1 (configuration not stated),0
